# Rhodamine fluor – compound autofluorescence in rhodamine spectral region; Rhodamine-region fluorescence, 547/598 nm, Tris buffer; stronger effect = higher value; max dye-equivalent concentration, M; 59,000 compounds, 0.05% hits; in the data active means max dye-equivalent concentration above about 11 nM
#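 Intrinsic compound fluorescence, ex 547 / em 598 nm, CCD imager. Tris 100 mM pH 8.0; 15 min RT. Output = rhodamine dye-equivalent concentration at each compound concentration.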
# Calls only; i = inactive. Not all compounds are listed. The share of hits here may be higher or lower than overall.
Rhodamine fluor	compound
i	COc1ccc(/C(O)=C2\C(=O)C(=O)N(CCN(C)C)C2c2cccc(OC)c2OC)cc1Cl (stereo not given)
i	Cc1nc(/N=C(\N)Nc2ccccc2)nc2ccccc12
i	COc1cc(-c2nn3c(COc4ccccc4)nnc3s2)cc(OC)c1OC
i	Cc1ccc(-n2ncc3c(N4CCN(c5ccccc5)CC4)ncnc32)c(C)c1
i	C=CCNc1nc(C2(C)CC3(CC(C)(C)OC3=O)C(=O)O2)cs1 (stereo not given)
i	c1ccc2c(NCC3CCCO3)nc(-c3ccncc3)nc2c1 (stereo not given)
i	O=C(c1ccc(=O)oc1)N1CCN(C(c2ccccc2)c2ccccc2)CC1
i	COc1ccc(C2/C(=C(\O)c3ccc4c(c3)OCCO4)C(=O)C(=O)N2CCCN(C)C)cc1 (stereo not given)
i	CC1(C)CC(=O)C2=C(C1)OC(N)=C(C#N)[C@@]21C(=O)N(CC(N)=O)c2ccccc21
i	Nc1[nH]nc2nc(NCc3ccccc3)c3c(c12)CCN(Cc1ccccc1)C3
i	Cc1cc(=O)oc(C)c1C(=O)NCC1CCCO1 (stereo not given)
i	CCOC(=O)NC(O)C(=O)c1cccs1 (stereo not given)
i	Clc1ccc(-c2nnc3sc(Cc4cccs4)nn23)cc1
i	CC(=O)Nc1ccc(NCC(O)COc2ccccc2)cc1 (stereo not given)
i	CCOC(=O)C1=C(C)NC(SCC(=O)Nc2nc(C)cs2)=C(C#N)C1c1cccs1 (stereo not given)
i	Cn1ncc2nc[nH]c(=O)c21
i	CN(C)c1ccc(C2C3C(=O)N(c4ccc(C(=O)O)cc4)C(=O)C3ON2c2ccccc2)cc1 (stereo not given)
i	COc1ccc(OC)c(N=C(C)C2=C(O)COC2=O)c1
i	CCCCCCc1cc2cc(-c3nnc(-c4ccccc4O)o3)c(=O)oc2cc1O
i	O=C(CC(c1ccc(F)cc1)c1ccco1)N1CCCC1 (stereo not given)

Rhodamine fluor	compound
i	Cc1cc(C)n(CC2CC(=O)N(c3ccc(Cl)c(Cl)c3)C2=O)n1 (stereo not given)
i	CC(C)COc1ccc(C(=O)OCCN2CCOCC2)c(O)c1
i	CCCCN(CCCC)c1nc2ccccc2nc1C(C#N)C(=O)NCCCOC (stereo not given)
i	O=C(c1ccc(=O)oc1)N1CCN(c2ccc(F)cc2)CC1
i	Cc1cc(NC(=O)CSc2nc(-c3cccnc3)ccc2C#N)no1
i	COc1ccc2[nH]c(C)c(C(=O)CN3CCN(C(=O)c4ccco4)CC3)c2c1
i	O=C(Nc1ccc2c(c1)OCO2)c1cc2n(n1)C(C(F)(F)F)CC(c1ccccc1)N2 (stereo not given)
i	CCc1nnc(NC(=O)c2c(O)c3c([nH]c2=O)CCCC3)s1
i	Cc1sc(-n2c(C)cc(/C=N/n3cnnc3)c2C)c(C#N)c1C
i	CCOc1ccc(NC(=O)c2nn(C)cc2Br)cc1
i	CCOC(=O)c1cc2c(=O)n3ccccc3nc2n(Cc2ccccc2Cl)c1=N
i	N#CCSc1nc2c(c(=O)n1Cc1ccco1)C1(CCCC1)Cc1ccccc1-2
i	C=CCOc1ccc(/C(O)=C2/C(=O)C(=O)N(CCCN3CCOCC3)C2c2ccc(OC)cc2)cc1 (stereo not given)
i	O=C(O)CC(C(=O)N(c1ccccc1)c1ccccc1)N1CCOCC1 (stereo not given)
i	N#Cc1c(NC(=O)CCC(=O)O)sc2c1CCCC2
i	CC1(C)Cc2nc(NCCN3CCOCC3)c(C#N)cc2CO1
i	COC(=O)CN(c1nc(C)c(Br)c(OC)n1)S(=O)(=O)c1ccc(C)cc1
i	Cc1c(C)c2cc(Cl)c(O)c(CN3CCCC(C)C3)c2oc1=O (stereo not given)
i	Cc1ccc(CNC(=O)c2cc3c(=O)n4ccccc4nc3n(Cc3ccco3)c2=N)cc1
i	COc1ccc2c(c1OC)C(=O)N1c3ccccc3C(=O)N(c3ccccc3F)C21 (stereo not given)

Rhodamine fluor	compound
i	CNC(=O)C1CC(=O)N(Cc2ccccc2)C(=Nc2ccc(OC)cc2)S1 (stereo not given)
i	CCOC(=O)CNS(=O)(=O)c1cc(-c2nn(C)c(=O)c3ccccc23)ccc1C
i	CC(C(=O)N1CCOCC1)N1C(=O)c2ccccc2C1=O (stereo not given)
i	C=CCOc1ccc(/C(O)=C2\C(=O)C(=O)N(CCN(C)C)C2c2cccs2)cc1 (stereo not given)
i	CC(C)Cc1nc(N2CCN(C(=O)C(C)C)CC2)c(C#N)c2c1CCC2
i	c1coc(-c2nnc3sc(C4CCCCC4)nn23)c1
i	CCOC(=O)c1c(CN2CCCCC2)oc2ccc(OC)cc12
i	CCOC(=O)C1CCCN(c2nc3ccccc3nc2C(C#N)C(=O)OC(C)COC)C1 (stereo not given)
i	O=S1(=O)C[C@@H](N2CCOCC2)[C@H](N2CCOCC2)C1
i	CCOC(=O)C1=C(C)N=C2SC(C)C(=O)N2C1c1ccc(OC(C)=O)c(OC)c1 (stereo not given)
i	COCCCNc1nc2c(c(=O)[nH]c(=O)n2C)n1CC(O)COc1ccccc1 (stereo not given)
i	Cc1c(N=Cc2c(O)n(C3CCCCC3)c(=O)[nH]c2=O)c(=O)n(-c2ccccc2)n1C
i	COc1cc([C@@H]2[C@H]3CNCC=C3C(C#N)=C(N)C2(C#N)C#N)ccc1OC(C)C
i	COc1ccc(-c2cc3nc4n(c(=O)c3s2)CCOC4)cc1
i	CCCOc1cc(CN2CCCCC2)cc(C(C)=O)c1
i	CCN(CC)CCCN1C(=O)C(=O)/C(=C(/O)c2ccc(C)cc2)C1c1ccccn1 (stereo not given)
i	Cc1c(C(=O)O)c(=S)sn1CCOc1ccccc1
i	CCCC1C(c2ccc(OC)cc2)C(C#N)(C#N)C2(C#N)CC1(N)NC2=O (stereo not given)
i	Cc1cc(C)n(C(=O)CNC(=O)c2cccs2)n1
i	COC(=O)c1[nH]c2cc(OC)ccc2c1NC(=O)CN1CCC(C(N)=O)CC1

Rhodamine fluor	compound
i	Nc1nnnn1/N=C/c1cccc(Oc2ccccc2)c1
i	CCOC(=O)c1c(CN2CCN(CCO)CC2)n(C)c2cc(Br)c(OC)cc12
i	Cc1ccc(C(=O)CSC2=C(C#N)C(c3ccco3)C3=C(CCCC3=O)N2)cc1 (stereo not given)
i	Cc1nc(NS(=O)(=O)c2ccccc2)sc1NC(=O)OCCN(C)C
i	Cn1cc(NC(=O)c2cc(NC(=O)c3cc(NC=O)cn3C)cn2C)cc1C(=O)NCCC(=N)N
i	CCOc1ccc2c(C)nc(NC3=NC(C)(C)C=C(C)N3)nc2c1
i	COc1ccc(CNC(=O)[C@H](C)NC(=O)C2CCN(S(=O)(=O)c3ccc(C)cc3)CC2)cc1
i	CN1C(=O)c2ccc(N(C)C)cc2C1=O
i	COC(=O)C(C)Sc1nc2c(c(=O)n(C)c(=O)n2C)n1CCC(C)C (stereo not given)
i	C=CCN(CC=C)c1nc2ccccc2nc1C(C#N)C(=O)OC(C)C (stereo not given)
i	N#Cc1c(N)nc(SCC(=O)NCc2ccc3c(c2)OCO3)c(C#N)c1-c1cccs1
i	CC(=O)N=C(N)Sc1nc2ccccc2[nH]1
i	COC(=O)c1c(NC(=O)c2nn(C)cc2Cl)sc2c1CCCC2
i	CN1CCc2c(c3c(n2C)CCN(C)[C@@H]3c2cccnc2)[C@H]1c1cccnc1
i	Cn1c(=O)c2c(nc(NCc3ccco3)n2CCc2ccccc2)n(C)c1=O
i	O=C(O)CCCC(=O)N1CCN(C(c2ccccc2)c2ccccc2)CC1
i	CCCOc1ccc(C(C)=O)cc1CSCCC#N
i	CC(=O)[C@@]1(O)CC[C@H]2[C@@H]3CCC4=CC(=O)CC[C@]4(C)[C@H]3[C@@H](O)C[C@@]21C
i	CCOP(=O)(c1ccccc1)c1nc(-c2ccc(F)cc2)oc1N1CCCCC1 (stereo not given)
i	O=S(=O)(c1cccc2nsnc12)N1CCN(C/C=C/c2ccccc2)CC1

# Exported with bars between the fields: 4 of the compounds above.
smiles | Rhodamine fluor
O=C(O)CCCC(=O)N1CCN(C(c2ccccc2)c2ccccc2)CC1 | i
CCCOc1ccc(C(C)=O)cc1CSCCC#N | i
CC(=O)[C@@]1(O)CC[C@H]2[C@@H]3CCC4=CC(=O)CC[C@]4(C)[C@H]3[C@@H](O)C[C@@]21C | i
CCOP(=O)(c1ccccc1)c1nc(-c2ccc(F)cc2)oc1N1CCCCC1 (stereo not given) | i

# Structures listed so far containing fluorine, in the order listed:
Rhodamine fluor	compound
i	O=C(CC(c1ccc(F)cc1)c1ccco1)N1CCCC1 (stereo not given)
i	O=C(c1ccc(=O)oc1)N1CCN(c2ccc(F)cc2)CC1
i	O=C(Nc1ccc2c(c1)OCO2)c1cc2n(n1)C(C(F)(F)F)CC(c1ccccc1)N2 (stereo not given)
i	COc1ccc2c(c1OC)C(=O)N1c3ccccc3C(=O)N(c3ccccc3F)C21 (stereo not given)
i	CCOP(=O)(c1ccccc1)c1nc(-c2ccc(F)cc2)oc1N1CCCCC1 (stereo not given)

# (list continues)
Rhodamine fluor	compound
i	Cc1cccc(COc2ccc(/C(O)=C3\C(=O)C(=O)N(CCN(C)C)C3c3ccncc3)cc2)c1 (stereo not given)
i	Cc1cc(=O)oc2cc(OCC(=O)NCc3cccnc3)ccc12
i	CCOc1ccc2nc(NC(NC(=O)CC)(C(=O)OC)C(F)(F)F)sc2c1 (stereo not given)
i	O=C(NC1CCCCC1)Nn1c(-c2ccccc2)nc2ccccc2c1=O
i	Cc1ccc(C2/C(=C(/O)c3cnn(-c4ccccc4)c3C)C(=O)C(=O)N2CCN2CCOCC2)o1 (stereo not given)
i	CC(=O)c1ccc(C#CC(C)(C)O)s1
i	Cc1csc(NC(=O)CSc2nsc(SCC(=O)Nc3nc(C)cs3)c2C#N)n1
i	COc1ccc2nc(/N=C(\N)NC(=O)C(C)(C)C)nc(C)c2c1
i	c1ccc(-c2nc(NCC3CCCO3)c3ccccc3n2)nc1 (stereo not given)
i	CC1=C(c2ccc(Cl)cc2)[N+](=O)C(C)(C)N1[O-]
i	COc1ccc(OC)c(C2NC(=O)c3sc(=S)n(-c4ccccc4)c3N2)c1 (stereo not given)
i	Nc1nonc1-c1noc(-c2ccccc2)n1
i	C=CCOC(=O)C(C#N)c1nc2ccccc2nc1N1CCC(C(=O)OCC)CC1 (stereo not given)
i	O=C(NCc1ccco1)c1ccc(=O)[nH]n1
i	COc1ccc(N2CCN(c3nc4c(c(=O)[nH]c(=O)n4C)n3CCCc3ccccc3)CC2)cc1
i	Cn1c(=O)cc(NCc2ccccc2)[nH]c1=O
i	COCc1cc(C)nc(N)c1C#N
i	CCC1(C)Cc2c(sc3c2c(=O)n(C)c2nnc(SCc4ccc5c(c4)OCO5)n32)CO1 (stereo not given)
i	c1cncc(-c2nnc3sc(C4CCCCC4)nn23)c1
i	c1ccc(OCc2nn3c(C4CCCCC4)nnc3s2)cc1

Rhodamine fluor	compound
i	Cc1c(/C(O)=C2\C(=O)C(=O)N(CCN(C)C)C2c2cccnc2)cnn1-c1ccccc1 (stereo not given)
i	CC(=O)C1=C(O)C(=O)N(c2cccc(C(=O)O)c2)C1c1ccccc1F (stereo not given)
i	C=C(C)CN1CCN(c2c(CCC#N)c(C)c(C#N)c3nc4ccccc4n23)CC1
i	CCC(c1c(C)n(C)n(-c2ccccc2)c1=O)c1c(C)n(C)n(-c2ccccc2)c1=O
i	COc1ccc(C2C(C#N)=C(N)SC(N)=C2C#N)cc1OC
i	CCOC(=O)c1c(C)n(C)c2ccc(OC)c(NC(=O)c3cccs3)c12
i	O=C1C=C(NCCNc2c(F)c(F)c(CO)c(F)c2F)CCC1
i	c1ccc(N2CCN(c3nc(NCc4ccco4)c4ccccc4n3)CC2)cc1
i	Cc1cc(OCC(=O)Nn2cnnc2)ccc1Br
i	N#CCc1nc2c3c4c(sc3ncn2n1)CCCC4
i	COc1cc(C(=O)Nc2nccs2)cc(OC)c1OC
i	COc1cccc(C2=CC(c3ccc(N(C)C)cc3)n3nnnc3N2)c1 (stereo not given)
i	CCN(CC)S(=O)(=O)c1ccc2c(c1)c(C(=O)O)cn2C
i	Cc1cc(Cn2ccnc2)c(C)cc1Cn1ccnc1
i	COC(=O)c1cc(S(=O)(=O)N2CCOCC2)c(N2CCOCC2)cc1N1CCOCC1
i	Cc1ccc(-n2ncc3c(NCc4cccnc4)ncnc32)c(C)c1
i	COc1cccc(C2/C(=C(/O)c3cnn(-c4ccccc4)c3C)C(=O)C(=O)N2CCN(C)C)c1 (stereo not given)
i	CC1CN(C2CCN(S(=O)(=O)Cc3ccccc3)CC2)CC(C)O1 (stereo not given)
i	Cc1c(NC(=O)C(CC(=O)O)NCc2ccco2)c(=O)n(-c2ccccc2)n1C (stereo not given)
i	COc1ccc(Cn2c(CCCO)nc3ccccc32)cc1OC

# Two compounds picked at random from the list so far, as already listed:
Rhodamine fluor	compound
i	Cc1nc(/N=C(\N)Nc2ccccc2)nc2ccccc12
i	c1cncc(-c2nnc3sc(C4CCCCC4)nn23)c1

# More structures follow:
Rhodamine fluor	compound
i	C/C(=N\O)C1(C)N(O)C(C)(C)C(c2ccco2)=[N+]1[O-] (stereo not given)
i	COc1ccc(/C(O)=C2/C(=O)C(=O)N(CCCN(C)C)C2c2cccc(Cl)c2)cc1OC (stereo not given)
i	COc1ccc(C(=O)NCC(=O)n2nc(C)cc2C)cc1OC
i	c1coc(-c2nnc3sc(-c4cccs4)nn23)c1
i	COc1ccc(-c2nn(C)c(=O)c3ccccc23)cc1NS(C)(=O)=O
i	CCCCSc1nc(O)c(C2OC(=O)c3c2ccc(OC)c3OC)c(=O)n1C (stereo not given)

# High-throughput results: PubChem BioAssay, National Center for Advancing Translational Sciences (NCATS)
